TNAP act hi DEA – TNAP activators at high phosphate acceptor level, primary screen, biochemical, luminescence, uHTS. purified TNAP, CDP-star luminescence, 1 M DEA, 30 min; hits give high values; 0 = EDTA background, 1 = DMSO-only activity. activation factor at 20 µM. 200,000 tested, under 10 active. AID 1136, 2008;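 active means activation factor at least 2 at 20 µM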
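system = human TNAP | amount = enzyme diluted 1/800 final | reagent = 100 µM CDP-star substrate | signal = luminescent substrate turnover signal | dosing = one dose, 20 µM | benchmarks = EDTA negative control, DMSO positive control | measure = activation factor | timing = 30 min reaction, room temperature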
STAT3 activator – IL-6 driven STAT3 reporter potentiators, primary screen, U3A cells, luciferase, luminescence, MLSCN library; IL-6 STAT3-luciferase reporter; 100% = signal with IL-6 EC80 alone; activation (% of control), % at 5.6 µM; 0.91% of 190,000 active; AID 871, 2007;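 active means activation above the screen-wide mean of compound activation plus 3 SD, cut at about 130% in these data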;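 further: 0% = background luminescence of wells with medium and substrate only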
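System – human U3A cells carrying STAT3-luciferase construct · Probe or stimulus – Interleukin-6, 33 ng/mL · Schedule – compound 1 h, then IL-6 6 h at 37 °C · Signal – luminescence from STAT3-driven luciferase reporter · Evaluation – percent of IL-6-only median luminescence · Benchmarks – IL-6-only high control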
bIAP inh – bovine intestinal alkaline phosphatase inhibitors, primary screen, selectivity assay for TNAP inhibitor project, biochemical, bovine IAP, CDP-star luminescence | AID 1019, 2008 | inhibition, % at 20 µM | purified bovine IAP, 30 min | alkaline phosphatase, intestinal [Bos taurus] | 190,000 tested, under 10 active;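 active means over 50% inhibition of intestinal alkaline phosphatase at 20 µM in the single-dose screen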
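Incubation: 30 min reaction at room temperature / Material: purified bovine intestinal alkaline phosphatase (IAP) enzyme / Input: enzyme at 1/65,000,000 dilution / Dosing: 20 µM single dose / Signal: CDP-star luminescence signal / Reagent: CDP-star chemiluminescent phosphatase substrate, 30 µM final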
bIAP activator – bovine intestinal alkaline phosphatase activators, primary screen, biochemical, bovine IAP, CDP-star luminescence | AID 1016, 2008 | 0.17% of 200,000 active | purified bovine IAP, 30 min; hits give high values; fold of DMSO-control signal, blank-subtracted | alkaline phosphatase, intestinal [Bos taurus] | activation factor at 20 µM;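 active means activation factor of 2 or more at 20 µM, a signal rise over negative controls twice the positive control's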
STAT3 blocker – IL-6 driven STAT3 reporter inhibitors, primary screen, U3A cells, luciferase, luminescence, MLSCN library | IL-6 STAT3-luciferase reporter; host cell line lacks STAT1 | inhibition, % at 5.5 µM | 0.89% of 190,000 active;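 active means inhibition above the mean inhibition across all screened compounds plus 3 SD, cut at about 44% in these data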;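 further: 0% = DMSO only wells and 100% = 100 µM nifuroxazide control wells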
ROMK primary – ROMK potassium channel modulators, primary screen, cell-based, thallium flux, MLSMR library; ATP-sensitive inward rectifier potassium channel 1 (Homo sapiens), P48048; Tet-inducible ROMK, thallium flux fluorescence; actives lie on both sides; B-score at 10 µM; 2% of 130,000 active; AID 1918, 2009;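 active means signal ratio slope over the read window, or its plate-corrected B-score, at least 3 SD from the plate mean, either direction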;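 further: B-score of the F/F0 ratio slope over 7 to 12 s after thallium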
Target sequence (P48048 whole entry, looked up): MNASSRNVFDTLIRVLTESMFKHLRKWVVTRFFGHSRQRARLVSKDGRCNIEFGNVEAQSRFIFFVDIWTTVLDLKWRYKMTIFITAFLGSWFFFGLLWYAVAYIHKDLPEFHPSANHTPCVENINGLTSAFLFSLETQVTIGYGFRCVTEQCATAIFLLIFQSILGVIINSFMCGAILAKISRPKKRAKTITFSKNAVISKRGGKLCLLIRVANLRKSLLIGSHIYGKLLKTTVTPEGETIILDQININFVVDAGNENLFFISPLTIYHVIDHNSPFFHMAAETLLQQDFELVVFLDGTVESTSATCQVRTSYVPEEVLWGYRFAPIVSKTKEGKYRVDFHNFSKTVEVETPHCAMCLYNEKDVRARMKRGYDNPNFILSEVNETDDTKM
PPARg SRC-2 ag – agonists of PPARg-SRC-2 recruitment, primary screen, biochemical, HTS | Peroxisome proliferator-activated receptor gamma (Homo sapiens), P37231 | PPARgamma LBD-SRC-2 recruitment | activation, % at 8 µM | 0.34% of 200,000 active | AID 1032, 2008; in the data active means activation above about 22%;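 further: 0% = vehicle and 100% = reference agonist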
Target sequence (P37231 whole entry, looked up, the tested form may be a part): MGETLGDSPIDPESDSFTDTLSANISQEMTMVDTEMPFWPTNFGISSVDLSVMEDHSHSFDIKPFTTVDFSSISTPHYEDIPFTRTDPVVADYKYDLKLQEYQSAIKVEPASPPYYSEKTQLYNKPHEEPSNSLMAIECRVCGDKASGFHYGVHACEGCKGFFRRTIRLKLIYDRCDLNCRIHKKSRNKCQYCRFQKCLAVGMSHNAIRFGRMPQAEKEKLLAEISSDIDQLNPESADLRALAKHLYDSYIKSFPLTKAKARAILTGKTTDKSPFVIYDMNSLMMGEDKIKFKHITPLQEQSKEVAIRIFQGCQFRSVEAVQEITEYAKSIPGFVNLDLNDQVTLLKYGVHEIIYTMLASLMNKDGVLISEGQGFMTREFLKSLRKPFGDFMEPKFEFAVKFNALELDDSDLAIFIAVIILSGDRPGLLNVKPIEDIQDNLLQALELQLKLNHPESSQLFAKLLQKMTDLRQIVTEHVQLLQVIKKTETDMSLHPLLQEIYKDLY
PPARg SRC-1 ag – PPARgamma agonists recruiting SRC-1 coactivator, primary screen, biochemical; Peroxisome proliferator-activated receptor gamma (Homo sapiens), P37231; activation, % at 8 µM; 0.41% of 200,000 active; PPARgamma-SRC-1 coactivator recruitment biochemical assay; in the data active means activation above about 19%;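 further: 0% = DMSO and 100% = reference agonist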
SRC2 TRFRET art – TR-FRET signal artefacts, primary screen, artefact control for PPARgamma SRC-2 agonist project, biochemical; 0.4% of 200,000 active; TR-FRET ratio at 8 µM; AID 1049, 2008; TR-FRET artefact counter-screen; hits give high values; in the data active means TR-FRET ratio above about 2000; further: inactives centre near 1500
STAT1 inh – STAT1 signaling inhibitors, primary screen, cell-based, HTS, luciferase reporter. 0.35% of 200,000 active. NIH 3T3 STAT1-luciferase reporter, IFN-gamma, luminescence. inhibition, % at 5.5 µM. AID 920, 2007;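 active means inhibition above a set limit, the mean inhibition across all tested compounds plus 3 SD, cut at about 34% in these data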;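 further: 0% = IFN-gamma with DMSO and 100% = IFN-gamma with 300 µM nifuroxazide; values of inactives mirror those of a sister screen read the other way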
PPARg SRC-3 ag – PPARgamma agonists recruiting SRC-3 coactivator, primary screen, biochemical | AID 731, 2007 | Peroxisome proliferator-activated receptor gamma (Homo sapiens), P37231 | 0.26% of 200,000 active | activation, % at 8 µM | biochemical PPARgamma/SRC-3 coactivator recruitment assay; in the data active means activation above about 23%;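 further: 0% = DMSO and 100% = reference agonist; some compounds past the cut are filed as inactive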
* marks the source's active call; other numbers are inactive results; · = no result given.

Sample of the layout, two compounds:
SMILES	TNAP act hi DEA	STAT3 activator	bIAP inh	bIAP activator	STAT3 blocker	ROMK primary	PPARg SRC-2 ag	PPARg SRC-1 ag	SRC2 TRFRET art	STAT1 inh	PPARg SRC-3 ag
c1ccc(-c2nn3c(C4CCCCC4)nnc3s2)nc1	1	96	6	0.9	9	·	0	2	1504	-6	3
S=C(NCCN1CCOCC1)NC1CCCC1	1	99	0	1	6	1.1	0	5	1615	0	1

This part in full, previewed entries included:
SMILES	TNAP act hi DEA	STAT3 activator	bIAP inh	bIAP activator	STAT3 blocker	ROMK primary	PPARg SRC-2 ag	PPARg SRC-1 ag	SRC2 TRFRET art	STAT1 inh	PPARg SRC-3 ag
c1ccc(-c2nn3c(C4CCCCC4)nnc3s2)nc1	1	96	6	0.9	9	·	0	2	1504	-6	3
S=C(NCCN1CCOCC1)NC1CCCC1	1	99	0	1	6	1.1	0	5	1615	0	1
CNC(=O)Nc1ccccc1C(=O)NCc1ccccc1	1.1	101	5	0.9	-1	·	11	14	1568	-1	9
CN1CCN(CC(=O)Nc2nnc(-c3cccs3)s2)CC1	1.1	109	47	0.5	-10	1.3	2	-2	1595	-8	0
Cc1ccc(C(=O)C2CCN(CC(=O)Nc3nc(C)cs3)CC2)cc1	1	98	5	1	10	-0.83	-4	7	1463	3	8
CN(C)/C=C(\C=O)c1onc(-c2ccccc2Cl)c1C#N	1.1	95	24	0.8	11	0.25	-3	1	1630	2	5
CC(C)OC(=O)c1ccc(NC(=O)c2ccco2)cc1	1	99	18	0.8	1	-0.92	4	-6	1690	-31	-2
CCOc1ccc(N2C(=O)CC(N3CCN(C4CCc5ccccc5C4)CC3)C2=O)cc1 (centres undefined)	1	92	-6	1.1	10	-2.1*	-4	5	1405	4	8
CCc1cc(C(c2ccccn2)N2CCN(C)CC2)c(NC(=O)c2ccccc2)s1 (centres undefined)	1	110	0	1	-13	·	-2	3	1496	-2	-2
O=C(c1ccncc1)N1CCN(C(=O)c2ccncc2)CC1	1	98	9	0.9	6	0.54	6	-2	1512	7	-2
Cc1ccc(NCc2ccncc2)c(Br)c1	1.1	97	-9	1.1	6	-0.3	10	5	1625	3	7
Cn1cccc1C(=O)OCC(=O)Nc1ccc2c(c1)OCO2	1	114	6	0.9	-12	-0.15	5	-15	1389	-29	5
COC(=O)NCC1(C)CC(NC(=O)OC)CC(C)(C)C1 (centres undefined)	1	101	3	1	2	0.012	8	10	1491	2	7
CC(c1ccco1)N(C(=O)c1ccccc1NS(=O)(=O)c1ccc(Cl)cc1)c1ccccn1 (centres undefined)	1	105	8	0.9	-6	·	0	6	1544	6	3
C=CCOc1c(Br)cc(C2NC(=O)NC(C)=C2C(C)=O)cc1OCC (centres undefined)	1.1	100	-2	1	4	·	16	13	1536	-1	6
C=CCOC(=O)C1=C[C@@H](c2coc3ccccc3c2=O)C[C@@H](OCc2ccc(CO)cc2)O1	1	·	-2	1	·	·	6	3	1628	19	0
CCOC(=O)CSc1ncc(-c2cccc(Cl)c2)cn1	1	99	31	0.7	8	·	2	2	1423	3	-4
CCO[C@@H]1OC(C(=O)NCc2nc3ccccc3[nH]2)=C[C@H](C2CC2)[C@H]1CCCO	1.1	·	-26	1.3	·	·	7	6	1437	5	-1
CCS(=O)(=O)N1CCCC(C(=O)NC2CCCCC2)C1 (centres undefined)	1	102	4	1	6	0.36	-1	1	1501	-2	7
Cc1c(NC2=CC(=O)CC(C)(C)C2)ccc([N+](=O)[O-])c1C	1	99	1	1	4	0.0083	8	10	1490	3	0
Cc1ccc(Nc2nc(Cl)c(C=O)s2)cc1Cl	1	103	-2	1	0	-0.0039	1	-2	1391	-14	3
Cc1cc(C(=O)O)ccc1-c1ccc(CO)o1	1	94	5	1	7	-0.002	2	6	1648	1	7
Cc1nc2ccc(NC(=O)c3sccc3C)cc2s1	1.1	82	17	0.8	25	·	9	6	1533	-47	8
CCn1c(-c2csc3c2CCCC3)n[nH]c1=S	1	98	7	0.9	5	-1.3	-9	3	1396	8	1
O=S(=O)(NCc1ccccc1)c1ccc(S(=O)(=O)N(Cc2ccccn2)Cc2ccco2)cc1	1	112	12	0.9	-12	0.16	-4	4	1642	-3	7
(next part)
SMILES	TNAP act hi DEA	STAT3 activator	bIAP inh	bIAP activator	STAT3 blocker	ROMK primary	PPARg SRC-2 ag	PPARg SRC-1 ag	SRC2 TRFRET art	STAT1 inh	PPARg SRC-3 ag
CCCCN1C(=O)/C(=C2/C=CC=CN2C)SC1=S	0.8	112	39	0.6	-18	0.18	0	1	1270	-2	-7
CC(=O)Nc1ccc(S(=O)(=O)N(C)CC(=O)NC2=NCCS2)cc1	1.1	96	2	1	8	·	7	2	1628	0	-1
COc1cc(OC)cc(-c2cc3nc(C)c(CCC(=O)O)c(C)n3n2)c1	1.1	31	4	1	88*	·	4	5	1421	53*	12
COc1cc(Cl)c(C)cc1NC(=O)CCCn1c(=O)oc2ccccc21	1	105	4	1	-9	-0.37	7	-3	1567	-2	-1
CCO/C(C)=N/n1c2nc3ccccc3nc2c2c(=O)n(Cc3ccccc3Cl)c(C)nc21	1.1	102	10	0.9	-2	0.62	3	-2	1525	-4	12
Cc1nc(Cl)sc1C(=O)Nc1ccc(Cl)cc1	1	87	-8	1.1	16	0.044	8	10	1643	-4	5
CC(C(=O)NCC1CCCO1)n1cccc1C(=O)c1ccccc1 (centres undefined)	1	99	4	1	11	·	-8	-3	1487	11	-7
CC(C)Cc1ccc(C(C)C(=O)N2CCOCC2)cc1 (centres undefined)	1	97	11	0.9	6	-0.27	-7	1	1497	-1	-2
COC(=O)c1ccc(NC(=O)CCS(=O)(=O)c2ccc(Br)cc2)cc1	1	96	-12	1.1	7	-0.42	4	0	1601	3	4
Cc1ccc(-c2nn(CC(=O)N(C)C)c(=O)c3ccccc23)cc1S(=O)(=O)N(C)C	1	104	-6	1.1	1	0.52	0	-1	1165	3	-6
O=C(NC1CCCCCCC1)c1cc(-c2ccccn2)nc2ccccc12	1	106	-12	1.1	-6	0.18	-5	-4	1278	2	4
COC(=O)Cc1[nH]nc2c1C1(CCSCC1)C(C#N)=C(N)O2	1	102	7	0.9	2	·	8	3	1655	-11	17
COc1ccc(/C=C(/NC(=O)c2ccc(C)cc2)C(=O)NCC2CCCO2)cc1 (centres undefined)	1	100	-2	1	12	1.3	2	4	1357	-2	3
Cc1nc2cccc(C)n2c(=O)c1Cl	1	92	2	1	15	0.46	-2	1	1669	2	-3
COc1ccccc1CC1(C)NC(=O)N(CC(=O)N2CC(C)OC(C)C2)C1=O (centres undefined)	1	103	0	1	4	·	2	10	1440	5	-3
CC1CCC(NC(=O)COc2ccc(C(=O)c3ccccc3)cc2)CC1 (centres undefined)	1	105	-2	1	-8	0.81	4	-5	1567	1	-1
CN(CC(=O)Nc1nc2ccccc2s1)S(=O)(=O)c1ccc(Cl)cc1	1	156*	13	0.9	-60	0.012	4	-3	1394	-6	-4
Cc1ccccc1N1C(=O)[C@@H]2Cc3ccccc3CN2C1=O	1	96	6	0.9	9	-0.12	6	1	1620	-4	14
CC(OC(=O)CNC(=O)c1ccc2c(c1)OCO2)C(=O)NCCC1=CCCCC1 (centres undefined)	1.1	102	6	0.9	7	·	-5	5	1510	0	-8
CCCCC(=O)Nc1ncc2c(n1)CC(C)(C)CC2=O	1	111	9	0.9	-12	·	9	2	1549	1	-4
Cc1nnc(SCc2ccccc2C#N)n1-c1ccccc1	1.1	99	6	0.9	4	0.79	-3	2	1605	1	7
Cc1cccc2nc(CSc3nc4ccc([N+](=O)[O-])cc4[nH]3)cn12	0.9	102	7	0.9	1	·	14	7	1749	2	0
Cc1ccc(C)c2sc(NC(=O)c3ccc(N4C(=O)CCC4=O)cc3)nc12	1	82	-11	1.1	20	-0.31	-2	-6	1327	-1	1
COC(CNC(=O)CNC(=S)N(Cc1ccccc1)Cc1cccs1)OC	1.1	97	1	1	6	1.3	-6	5	1541	1	-4
COCc1cc(=O)[nH]c(Sc2c(-c3ccccc3)c3ccc(Cl)cc3[nH]c2=O)n1	1	105	31	0.7	-9	-0.048	1	1	1571	-1	6
The list continues.
SMILES	TNAP act hi DEA	STAT3 activator	bIAP inh	bIAP activator	STAT3 blocker	ROMK primary	PPARg SRC-2 ag	PPARg SRC-1 ag	SRC2 TRFRET art	STAT1 inh	PPARg SRC-3 ag
Cc1cccnc1NC(=S)NCCc1ccccc1	1	92	46	0.5	16	·	6	2	1594	-35	1
CCN(CC)S(=O)(=O)c1ccc(OC)c(NC(=O)c2cn(CC)c3nc(C)ccc3c2=O)c1	1	103	2	1	1	0.17	1	-8	1570	2	4
COC(=O)Cc1ccc(NC(=O)c2ccccc2Cl)cc1	1	94	4	1	11	-0.0023	-2	-3	1595	-9	1
O=C(Nc1ccc2c(c1)oc1ccccc12)c1ccncc1	1	84	8	0.9	23	·	4	-8	1602	-31	5
N=C1S/C(=C\c2cn[nH]c2-c2ccc(F)cc2)C(=O)N1c1ccccc1F	1	98	28	0.7	6	·	5	-5	1437	-2	1
CC(C)Sc1nc2c(cnn2-c2ccccc2)c(=O)[nH]1	1.1	107	10	0.9	-9	·	0	6	1443	6	-2
O=C1CC2(CCCCC2)Oc2ccc(O)cc21	1	98	12	0.9	4	0.3	8	1	1786	1	16
Cc1ccc(OC(=O)c2ccc(C)c([N+](=O)[O-])c2)cn1	1	92	6	0.9	12	0.04	3	12	1530	5	-1
O=C(c1cccc([N+](=O)[O-])c1)c1ccc2c(c1)C(=O)NC2=O	1	104	-16	1.2	-1	0.022	0	-7	1500	1	1
COc1ccc(-c2csc(C)n2)cc1OC	1.1	97	7	0.9	10	0.43	-5	-3	1364	-5	-12
CN(C)c1ccc(C2C3C(=O)NC(=O)C3ON2c2ccc(Cl)cc2)cc1 (centres undefined)	1	94	5	1	16	·	-4	3	1513	-12	6
Cc1ccc(S(=O)(=O)NCc2cccnc2)s1	1	98	-6	1.1	6	·	0	3	1489	-1	12
C#CCOCCOCCOCCNc1nc(N2CCN(C(=O)C(Cc3ccc(O)cc3)n3cc(C(N)CC(C)C)nn3)CC2)nc(N2CCN(C(=O)C(Cc3cc4ccccc4[nH]3)n3cc(C(N)Cc4ccc(O)cc4)nn3)CC2)n1 (centres undefined)	1.1	·	-54	1.5	·	·	2	4	1535	-10	2

Compound activity as filed in PubChem BioAssay.
